H9c2 TAG inh = reduces triacylglycerol accumulation in H9c2 cells. Nile Red lipid (TAG) fluorescence; cells loaded with 200 µM oleic acid. inhibition, % at 12.5 µM. actives 0.66% (n = 230,000);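 active means pattern-corrected inhibition of lipid staining of at least 50% with the nuclear-stain viability signal not falling by more than 50%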;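 further: 0% = DMSO wells and 100% = triacsin C control wells; some results filed as inactive read as strong as hits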
H9c2 TAG inh DAPI viability = also measured in H9c2 TAG inh; calls as there; DAPI nuclei signal change (viability), lower = more cytotoxic, %;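 whole-well DAPI fluorescence read on a plate reader as a viability signal; minus 50 percent equals half of cells still viable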
An asterisk follows results filed as active. This is a subset; rates above refer to the full screens.

Structure,H9c2 TAG inh,H9c2 TAG inh DAPI viability
CC(=O)c1sc(NC(=O)c2cccc3ccccc23)nc1C,11,-8
O=C(CSc1nc2ccccc2[nH]1)Nc1ccc(N2CCOCC2)cc1,22,14
O=C1COc2ccc(C(=O)COC(=O)Cc3ccc(Cl)cc3)cc2N1,3,1
CCOc1ccc(NS(=O)(=O)c2cc(NC(=O)C3CC3)ccc2C)cc1Br,0,10
CCn1c(=O)c2c(n3c(=S)[nH]nc13)-c1ccccc1CC21CCCCC1,-1,8
CCOC(=O)C1=C(C)Nc2ccccc2N/C1=N\S(=O)(=O)c1ccc(Cl)cc1,-4,-2
O=C(Cn1cnc2c(nnn2Cc2ccc(Cl)cc2)c1=O)c1ccccc1,-4,7
Cc1c(C(=O)NCc2cccnc2)sc2ncn(CC(=O)N3CCCCC3C)c(=O)c12 (configuration not stated),5,-2
Cc1ccc(C(=O)N2CCOCC2)cc1S(=O)(=O)Nc1cccc(C)c1C,20,-2
COc1ccc(CC(=O)N2CCN(c3ccccc3)CC2)cc1,-6,-8
COc1ccc(/C=C2\SC(=S)N(CCCC(=O)Nc3ccc(C(=O)O)cc3)C2=O)cc1OC,2,10
C[C@H](CO)N1C[C@H](C)[C@@H](CN(C)CC2CCCCC2)Oc2ccc(NC(=O)CCN3CCOCC3)cc2C1=O,10,-4
O=C(NCc1ccco1)C1CC(c2ccc(Cl)cc2)=NO1 (configuration not stated),5,-1
CN(C)c1ccc(CNc2ncn[nH]2)cc1,6,10
CN(CCOc1ccc(Cl)cc1)C(=O)C1=CC=CN2CCS(=O)(=O)N=C12,2,6
COc1ccc(S(=O)(=O)N2CCC(C(=O)NC3CC3)CC2)cc1OC,17,11
O=C(O)c1ccccc1-c1ccccc1C(=O)Nc1ccccc1,10,-14
C[C@@H]1CN([C@H](C)CO)C(=O)CCCn2cc(nn2)CO[C@H]1CN(C)C(=O)Nc1ccc(-c2cccs2)cc1,-7,-4
CCOC(=O)NC(O)C(=O)c1ccc(F)cc1 (configuration not stated),-1,-13
O=C(Nc1nnc(Cc2ccccc2)s1)Nc1ccccc1F,-2,-3
COc1ccc(C2C3=C(CC(c4ccco4)CC3=O)Nc3ccccc3N2C(C)=O)cc1 (configuration not stated),-2,-8
CCCN1CCC2(CC1)C(C#N)=C(N)Oc1c2sc2nc(C)cc(C)c12,-7,8
CC[C@@]1(C(=O)OC)N[C@H](CN(C)S(=O)(=O)c2ccc(OC(F)(F)F)cc2)[C@@H]2C(=O)N(C)C(=O)[C@@H]21,-2,9
Clc1ccccc1-c1nc(-c2ccncc2)no1,-12,-1
O=C(COC(=O)c1ccccc1)Nc1ccccc1N1CCOCC1,-11,4
CCCCOc1ccc(C2(C)CC(=O)NC2=O)cc1 (configuration not stated),-7,3
CCN(CC)c1ccc(NC(=O)c2nc3nc(C)cc(C(F)F)n3n2)cc1,11,4
N#Cc1cccc(NC(=O)CSc2nnc(C3CC3)n2C2CC2)c1,7,-3
CC1=NN2C(=N)/C(=C\c3cc(C)n(-c4cccc(C)c4)c3C)C(=O)N=C2S1,1,7
Cc1cccc(NS(=O)(=O)c2cccc(C(=O)NCc3ccccc3CN3CCOCC3)c2)c1,-7,4
CCc1nc2ccc(C(=O)Nc3nnc(C)s3)cc2nc1CC,8,6
Cc1nn(Cc2ccccc2)c(Cl)c1/C=C/C(=O)OCC(=O)NC(C)C(C)C (configuration not stated),-10,16
CCN(CC)C(=O)C1CCCN(c2ccc([N+](=O)[O-])cc2/C=N/NC(=O)c2ccc([N+](=O)[O-])cc2)C1 (configuration not stated),2,-7
Cc1ccc2nc(-c3ccc(SCC(=O)Nc4cc(C)on4)nc3)[nH]c2c1,18,3
COCCNC(=S)N(CCc1c(C)[nH]c2ccc(Cl)cc12)Cc1cccs1,21,-5
CC1=C(SCc2ccccc2)C(=O)c2ccccc2C1=O,-7,-8
COc1cc2cc(C)c(Br)c(OC)c2cc1OC,-4,6
COc1ccc(NC(=O)C(=S)NC2CCCCC2)cc1,4,-6
O=C(CCc1ccccc1)Nc1cc2c3c(c1)CC(=O)N3CCC2,16,-4
CCN1CCN(c2ccc(S(=O)(=O)N3CCOCC3)cc2NC(=O)c2ccccc2SC)CC1,15,-4
Cc1cc(N2CCN(c3ccc(F)cc3)CC2)n2ncnc2n1,-3,-9
Cc1ccc(NCCC(=O)c2cccs2)cc1C,-1,9
COc1cc(/C=N/N2CCN(Cc3ccc(Cl)cc3)CC2)cc(Br)c1O,2,1
Cc1cc(OCC(=O)Nc2cc(C(C)(C)C)on2)ccc1[N+](=O)[O-],13,-7
CCCCOCCCNC(=O)N[C@H](C(=O)O)C(C)CC (some centres not stated),7,-1

5 entries already listed, sorted by length of the SMILES, descending.
Structure,H9c2 TAG inh,H9c2 TAG inh DAPI viability
CCN1CCN(c2ccc(S(=O)(=O)N3CCOCC3)cc2NC(=O)c2ccccc2SC)CC1,15,-4
Cc1nn(Cc2ccccc2)c(Cl)c1/C=C/C(=O)OCC(=O)NC(C)C(C)C (configuration not stated),-10,16
CCc1nc2ccc(C(=O)Nc3nnc(C)s3)cc2nc1CC,8,6
CC1=C(SCc2ccccc2)C(=O)c2ccccc2C1=O,-7,-8
COc1cc2cc(C)c(Br)c(OC)c2cc1OC,-4,6

(continued)
Structure,H9c2 TAG inh,H9c2 TAG inh DAPI viability
CCc1nc2ccccc2c(C(=O)OCc2nnc(-c3ccccc3)o2)c1C,-18,5
O=C1NC2(Nc3ccccc31)C(=O)Nc1ccc(Br)cc12 (configuration not stated),3,8
CC(C)(C)NC(=O)CN(Cc1cccs1)C(=O)CCN1CCc2ccccc21,-4,-2
Cc1ccc(S(=O)(=O)NCCCNS(=O)(=O)c2ccc(C)cc2)cc1,-3,4
Cc1nc2sccn2c(=O)c1S(=O)(=O)N1CCN(c2cccc(Cl)c2)CC1,6,13
Cc1ccc(C(C)C)cc1S(=O)(=O)NC1CC(C)(C)NC(C)(C)C1,16,-1
Cc1ccc(/C=C/C(=O)OCC(=O)NCCN2C(=O)CSC2=O)cc1,-5,4
COc1ccc(CNC(=S)Nc2ccc(S(N)(=O)=O)cc2)cc1,-7,5
COc1cc(-c2noc(C)c2-c2ccc(N(C)C)nc2)cc(OC)c1OC,38,-27
CCCOC1CCCN(Cc2nc(-c3cnccn3)no2)C1 (configuration not stated),11,-4
C(=N\n1cnnc1)/c1nc2ccccc2[nH]1,-8,10
Cc1cc(C)nc(N2CCC(C(=O)NCc3cccc(C(F)(F)F)c3)CC2)n1,7,1
CCOC(=O)NC(=O)COC(=O)CNC(=O)c1ccc(OCC)c(OCC)c1,6,-1
Cc1ccc(OC(=O)N(C)C[C@@H]2OCc3cn(nn3)CCCC(=O)N([C@H](C)CO)C[C@H]2C)cc1,-2,-13
CCNC(=O)n1nccc1C(C)Oc1ccccc1 (configuration not stated),1,7
COc1ccc(C2CC(=O)c3cnc(NC(=O)c4ccccc4)nc3C2)cc1OC (configuration not stated),-30,7
COc1ccccc1NC(=O)CSc1nn2c(=O)c(C)nnc2s1,7,-2
O=C(Cc1ccc(Cl)cc1)NCCS(=O)(=O)N1CCN(c2ccccc2F)CC1,-2,-1
COc1cc(OC)c(OC)cc1CNC(=O)c1cccc(S(=O)(=O)N2CCc3ccccc3C2)c1,-15,0
C[C@H]1CN([C@@H](C)CO)C(=O)Cc2cc(NC(=O)Cc3ccccc3)ccc2O[C@H]1CN(C)C(=O)Nc1cccc2ccccc12,4,-21
NS(=O)(=O)c1ccc(CCNC(=O)CSc2nc3c(sc(=S)n3-c3ccccc3)c(=O)[nH]2)cc1,5,4
COc1ccccc1NC(=O)Nc1nc(CC(=O)N2CCN(c3ccc(F)cc3)CC2)cs1,-14,-8
O=C(CNc1cccc(S(=O)(=O)N2CCCC2)c1)Nc1cccc(C(F)(F)F)c1,-32,5
O=C(NC(Cc1cccc(F)c1)C(=O)O)C1CCCCC1 (configuration not stated),-3,-1
COc1ccc(C(C#N)CC(=O)c2ccc(OCc3ccccc3)c(OC)c2)cc1OC (configuration not stated),-8,10
COC(=O)C1=CN(c2ccc(OC)cc2)C=C(C(=O)OC)C1c1cccc(F)c1,11,34
O=C(NCC(c1cccnc1)N1CCOCC1)Nc1ccccc1 (configuration not stated),6,-1
COC(=O)c1c(C)[nH]c(C(=O)CN2C(=O)C3CC=CCC3C2=O)c1C (configuration not stated),-8,9
O=C(NN1C(=O)c2ccccc2C1=O)c1ccccc1[N+](=O)[O-],3,3
CCOC(=O)C1C(C)N=C2SCC(=O)N2C1c1cccc(Br)c1 (configuration not stated),18,-10
COCCCNC(=O)C(=O)NCCCOC(C)C,5,4
Cc1ccc(C(=O)NCCOc2cccc(C)c2)cc1,-7,-2
CC(=O)N(c1ccc(C(F)(F)F)cc1)S(=O)(=O)c1ccc(N2C(=O)CCC2=O)cc1,11,-6
Cn1c(=O)c(C(=O)CSc2ccccc2)c(N)n(Cc2ccccc2)c1=O,1,-5
Cn1nccc1-c1ccc(C(=O)NCc2ccc(Cl)cc2)c2occc12,15,3
COc1cc(C2C(C(C)=O)=C(O)C(=O)N2CCN2CCOCC2)ccc1O (configuration not stated),-2,12
Cc1ccc(NC(=O)N2CCc3ccccc3C2)c(C)c1,-39,-4
CCOC(=O)[C@@H]1[C@H]2COc3ccc(Br)cc3[C@H]2N2C(=O)N(c3ccc(C)cc3)C(=O)[C@@]12C,21,-3
Cc1c(O)c(CN(C)C)cc2c1oc(=O)c1ccccc12,5,-7
CCN(Cc1ccccc1)S(=O)(=O)c1ccc(OC)c2ncccc12,-6,4
CC(=O)N=C1SC2CS(=O)(=O)CC2N1c1cccc(Cl)c1Cl (configuration not stated),-3,2
CCOc1ccccc1N(C(C)=O)S(=O)(=O)c1ccc(Cl)cc1,-16,-12
COc1ccccc1CNC(=O)COC(=O)Cn1cnc2c1c(=O)n(C)c(=O)n2C,-27,3
CCN(c1ccccc1)S(=O)(=O)c1ccc(N)c(OC)c1,16,-2
COc1ccc(Cl)cc1NC(=O)CN(C)CC(=O)Nc1ccccc1C(F)(F)F,0,-12

Of the compounds above, 3 have a nitro group on carbon:
Structure,H9c2 TAG inh,H9c2 TAG inh DAPI viability
CCN(CC)C(=O)C1CCCN(c2ccc([N+](=O)[O-])cc2/C=N/NC(=O)c2ccc([N+](=O)[O-])cc2)C1 (configuration not stated),2,-7
Cc1cc(OCC(=O)Nc2cc(C(C)(C)C)on2)ccc1[N+](=O)[O-],13,-7
O=C(NN1C(=O)c2ccccc2C1=O)c1ccccc1[N+](=O)[O-],3,3

Carrying on:
Structure,H9c2 TAG inh,H9c2 TAG inh DAPI viability
N#CC1=C(N)SC(C(=O)c2ccccc2)C1c1cccs1 (configuration not stated),-10,2
O=C(NCc1ccccc1)c1cccc(NC(=O)c2ccccc2)c1,12,-5
c1ccc(-c2nnc3ccc(N4CCCC4)nn23)cc1,3,-3
COc1ccccc1-c1cc(NC(C)=O)c2ncc(-c3cccc(C(F)(F)F)c3)n2c1,3,-10
CCn1c(-c2cccc(S(=O)(=O)N3CCCC3)c2)n[nH]c1=S,-4,-5
CCNc1nc(NCC)n2c(SCC(=O)Nc3ccccc3OC(F)F)nnc2n1,-11,4
O=C(Nc1nccs1)C1CCN(S(=O)(=O)c2ccc(Cl)c(C(F)(F)F)c2)CC1,9,-9
CCN(Cc1ccccc1)S(=O)(=O)c1ccc(C(=O)N(CCCN(C)C)c2nc3cc(OC)ccc3s2)cc1,23,-1
CCOC(=O)C1(CCc2ccccc2)CCN(C(=O)CCn2cncn2)CC1,5,4
CCCC(=O)Nc1ccc(C(=O)O)cc1NC(=O)CCC,12,1
COc1ccccc1NC(=S)NC1CCCC1,-5,-2
CN(C)c1nc(OCCNC(=O)Nc2ccccc2)nc(N2CCCCC2)n1,-13,-1
OCC[C@@H]1C[C@@H](O)[C@H](O)[C@@]2(CCCO2)O1,-22,2
CCOC(=O)/C(C#N)=C/c1cccc(F)c1,-4,2
CSc1nc2ccsc2c(=O)n1-c1cccnc1,7,6
Nc1nccnc1C(=O)OCC(=O)C12CC3CC(CC(C3)C1)C2,-4,10
CCOC(=O)CSc1nnc(-c2cccs2)n1-c1ccccc1,9,7
Cc1ccc(CNS(=O)(=O)c2cc3c(cc2C)NC(=O)CO3)cc1,5,4
N#Cc1nc(-c2ccccc2F)oc1N1CCN(C(=O)c2ccco2)CC1,1,3
Cc1cccc(-n2ncc3c2CCCC3NC(=O)c2ccncc2)c1C (configuration not stated),-11,5
O=[N+]([O-])c1ccccc1/C=N/n1c(C(F)(F)F)n[nH]c1=S,-20,-2
c1ccc(-n2cnc3cc(NCc4ccco4)ccc32)cc1,-5,4
CN(C)CCC(C(=O)c1ccccc1)c1cccnc1 (configuration not stated),-12,3
CCc1ccc2nc(SCC(=O)N3CCCCC3)c(C#N)cc2c1,-4,-2
CCc1nc2c(OCCC3CCCCC3)cccn2c1N(C)C(=O)c1ccco1,-15,4

Screening data from PubChem.
